IL2 activator: qHTS of IL-2 Activators; IL-2 activation reporter assay, cell-based qHTS; stimulated with anti-CD3/CD4/CD28 beads; in transgenic mouse T cells; activation, % (series mostly up to about 46 µM); hit rate 0.065% among 360,000; AID 652025, 2013; in the data active = activation above about 50%; inconclusive = mostly about 30% to 49%; note: 0% is about no effect
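Unstimulated transgenic mouse T cells, 750 per well, received compound and, after 60 minutes, anti-CD3/anti-CD4 bead plus anti-CD28 stimulation. EGFP and DsRed were quantified after 18 hours.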
PLK1 PBD inh: qHTS for Inhibitors of PLK1-PDB (polo-like kinase 1 - polo-box domain): Primary Screen; Serine/threonine-protein kinase PLK1 (Homo sapiens), P53350; Plk1 PBD binding of FITC phosphopeptide, fluorescence polarization; Potency, µM, for the others: max response, negative = inhibition, usual class: inhibitors; hit rate 2.8% among 360,000; note: potency is the fitted concentration of half-maximal effect; series mostly up to about 57 µM; % is set by controls: 0 for no effect and ±100 for the full control effect; nearly all actives have a fitted effect of over 65% in size
PTHR1 agonist: qHTS for PTHR1 Agonists: Primary Screen. Parathyroid hormone/parathyroid hormone-related peptide receptor (Homo sapiens), Q03431. HEK293 GP2 PTHR1 cells, GloSensor cAMP luminescence, 1 h. Potency, µM (titrated, usually from 115 µM), inactives show top-dose activation, hits mostly activators. hit rate 0.075% among 410,000. AID 743266, 2014; note: potency is the fitted concentration of half-maximal effect; nearly all actives have a fitted effect of over 55% in size; some results filed as inactive show a strong effect at the top dose; inactives centre near -15; many of its hits are not listed in these tables
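HEK-293-derived GP2 cells expressing PTHR1 and a GloSensor cAMP reporter, 3,000/well, plated overnight, given luciferin plus IBMX (each 0.5 mM as added) for 1 h at 37 °C, then compound for 1 h at 37 °C. Luminescence was read after 15 min at room temperature.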
EPAC1 agonist: qHTS for Agonist of cAMP-regulated guanine nucleotide exchange factor 3 (EPAC1): primary screen. Rap guanine nucleotide exchange factor 3 (Homo sapiens), O95398. EPAC1 agonist qHTS, biochemical assay; response scale: 100% = response to 6.5 mM cAMP. Potency, µM (top dose mostly 154 µM), without a hit: top-dose activation, hits mostly activators. hit rate 0.073% among 360,000. AID 720707, 2013; note: potency is the fitted concentration of half-maximal effect; nearly all actives have a fitted effect of over 60% in size
Target sequence (O95398 whole entry, looked up): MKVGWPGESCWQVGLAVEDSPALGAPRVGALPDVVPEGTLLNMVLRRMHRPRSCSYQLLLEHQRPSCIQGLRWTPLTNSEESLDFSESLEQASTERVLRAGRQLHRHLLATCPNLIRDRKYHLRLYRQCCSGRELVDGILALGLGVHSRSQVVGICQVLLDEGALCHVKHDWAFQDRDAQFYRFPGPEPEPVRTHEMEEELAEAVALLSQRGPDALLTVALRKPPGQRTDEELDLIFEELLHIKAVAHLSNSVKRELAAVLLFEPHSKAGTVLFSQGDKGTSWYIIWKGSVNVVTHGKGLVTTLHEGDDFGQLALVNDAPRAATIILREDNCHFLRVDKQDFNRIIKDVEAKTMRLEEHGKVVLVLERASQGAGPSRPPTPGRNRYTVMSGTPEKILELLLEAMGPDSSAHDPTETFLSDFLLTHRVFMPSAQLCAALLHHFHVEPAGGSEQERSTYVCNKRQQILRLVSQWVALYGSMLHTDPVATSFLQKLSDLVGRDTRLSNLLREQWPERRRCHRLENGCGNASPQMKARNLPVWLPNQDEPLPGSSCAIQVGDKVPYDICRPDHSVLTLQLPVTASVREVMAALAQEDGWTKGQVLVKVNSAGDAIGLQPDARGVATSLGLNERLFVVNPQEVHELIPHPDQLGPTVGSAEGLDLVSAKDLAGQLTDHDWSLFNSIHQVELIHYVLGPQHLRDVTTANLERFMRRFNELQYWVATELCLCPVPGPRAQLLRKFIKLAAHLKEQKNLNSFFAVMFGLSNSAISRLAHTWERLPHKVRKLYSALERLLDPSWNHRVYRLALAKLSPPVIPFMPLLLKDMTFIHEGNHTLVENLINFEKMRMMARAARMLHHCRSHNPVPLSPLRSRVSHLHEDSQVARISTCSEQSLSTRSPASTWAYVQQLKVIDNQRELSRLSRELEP
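Read-out is the fluorescence drop as BODIPY-GDP leaves Rap1B (480 nm excitation, 540 nm emission), recorded every 5 minutes over 30 minutes. Reactions held 100 nM EPAC1, 250 nM Rap1B–BODIPY-GDP and 50 uM GDP, with 6.5 mM cAMP setting full activation.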
PI5P4Ka inh: qHTS for Inhibitors of phosphatidylinositol 5-phosphate 4-kinase (PI5P4K). Phosphatidylinositol 5-phosphate 4-kinase type-2 alpha (Homo sapiens), P48426. PI5P4Kalpha enzyme, ADP-Glo luminescence, 60 min; stronger effect = lower value. max response, %. hit rate 1.2% among 330,000. AID 652105, 2013; active = max response of -50% or lower; inconclusive = between -30% and -50%; inactive = -30% or higher; note: value at the top dose of about 77 µM; % is set by controls: 0 for no effect and ±100 for the full control effect
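PI5P4Kalpha ADP-Glo assay; 5 microM ATP final; 60 min RT reaction; HEPES pH 7.4/EGTA/CHAPS, 5% DMSO; controls lacking substrate or enzyme; luminescent end-point.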
GLP1R cytotox: qHTS of GLP-1 Receptor Inverse Agonists: Cytotox Screen. HEK293 cAMP-luciferase reporter cells, luminescence, 24 h. Potency, µM (series often up to 38.3 µM), for the others: top-dose activity change, negative = inhibition, most hits filed as inhibitors. hit rate 0.13% among 410,000. AID 624418, 2012;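 note: loss of luciferase light is scored as toxicity; potency is the fitted concentration of half-maximal effect; % is set by controls: 0 for no effect and ±100 for the full control effect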
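Here, cytotoxicity is scored as loss of luminescence. The MLSMR collection was tested on cells seeded in medium containing 10% Nu serum, with a 24 hr compound exposure preceded by 12 hours of culture.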
EPAC1 antag: qHTS for Antagonist of cAMP-regulated guanine nucleotide exchange factor 3 (EPAC1): primary screen | EPAC1 GEF assay, Rap1b-BODIPY-GDP exchange fluorescence | Potency, µM (titrated, usually from 115 µM), without a hit: top-dose activity change, negative = inhibition, hits mostly inhibitors | hit rate 0.14% among 360,000 | AID 720709, 2013;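 note: potency is the fitted concentration of half-maximal effect; plate controls were vehicle for no effect and positive control for full effect; nearly all actives have a fitted effect of over 50% in size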
GLP-1R agonist: qHTS of GLP-1 Receptor Agonists; Glucagon-like peptide 1 receptor (Homo sapiens), P43220; HEK293 GLP-1R CRE-luciferase, luminescence, 4-6 h; cells express a hypersensitive GLP-1R form; Potency, µM (top dose mostly 45.6 µM), inactives show top-dose activation, usual class: activators; hit rate 0.007% among 380,000; AID 624172, 2012; note: potency is the fitted concentration of half-maximal effect; % of control where 0% means no effect
GLP-1R inv ag: qHTS of GLP-1 Receptor Inverse Agonists (Inhibition Mode) | Potency, µM (series often up to 38.3 µM), for the others: at the highest dose activity change, negative = inhibition, hits mostly inhibitors | hit rate 1.6% among 410,000 | AID 624417, 2012 | HEK293 GLP-1R CRE-luciferase, luminescence, 24 h; GLP-1R form is constitutively active | Glucagon-like peptide 1 receptor (Homo sapiens), P43220; note: potency is the fitted concentration of half-maximal effect; % is set by controls: 0 for no effect and ±100 for the full control effect; nearly all actives have a fitted effect of over 55% in size
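Stable HEK293 clone (constitutively active GLP-1R + cAMP-response luciferase); 200 cells/uL plated, 12 h pre-culture, compound 24 hr, 37 deg C/5% CO2; detection reagent 12 min RT; luminescence.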
Starred values were filed as active, the others as inactive; i = inactive; ? = inconclusive; / = no result given; [ ] = remark or other dose. Unless noted, calls come from the whole dose curve; as a rule, active = well fitted curve in the direction sought with a large enough effect; inconclusive = small, poorly fitted or top-dose-only effect, or another doubt; inactive = no such curve, though single readings can be large; an effect the other way counts as inactive or inconclusive. This is a subset; the hit share may differ from the screen's.

SMILES | IL2 activator | PLK1 PBD inh | PTHR1 agonist | EPAC1 agonist | PI5P4Ka inh | GLP1R cytotox | EPAC1 antag | GLP-1R agonist | GLP-1R inv ag
Cc1ccc(NC(=O)COC(=O)C2CSC3(C)CCC(=O)N23)c(C)c1 (stereo not given) | -0.5 | -10% | 17% | -3% | -4 | 1% | -6% | -4% | 5%
COc1cccc(N/C(SC)=C(/C#N)C(=O)NCc2cccs2)c1 | 0.0 | -17% | i | 21% | -5 | 15% | -17% | 13% | -13%
O=C(Cn1nc(-c2ccccc2)c2ccccc2c1=O)NCCO | -0.8 | -6% | i | 8% | -3 | 1% | -12% | 5% | 8%
COc1ccc(NC(=O)Nc2ccc(Cc3ccncc3)cc2)c(OC)c1 | 0.9 | -4% | -25% | 9% | 1 | -21% | -6% | 4% | -20%
Clc1ccc(-c2csc(N3CCc4ccccc4C3)n2)cc1 | 0.3 | -8% | -44%[inhibitor] | -1% | 17 | -8% | 6% | -9% | 6%
COc1ncccc1C(=O)N1CCCC(N2CCN(c3cccc(Cl)c3)CC2)C1 (stereo not given) | -5.3 | -13% | -94%[inhibitor] | -5% | 7 | -8% | -14% | -1% | ?
N#Cc1nc(-c2ccc(Cl)cc2)oc1NCc1ccco1 | 0.1 | 27µM* | i | -11% | -6 | 7% | -1% | 4% | 7%
COc1ccc(Cl)cc1C(=O)NNC(=O)C1COc2ccccc2O1 (stereo not given) | -1.3 | 24µM* | -4% | -2% | -60* | 15% | -19% | 5% | 15%
COc1ccc(-c2ccc(SCC(=O)N3CC(=O)Nc4ccccc43)nn2)cc1 | -0.4 | -7% | -13% | 2% | 1 | -7% | -19% | 28% | ?
CCOC(=O)c1c(C)[nH]c(C)c1S(=O)(=O)N(C)CC(=O)Nc1cc(C)ccc1OC | -0.4 | -4% | -29% | 16% | 0 | -1% | -8% | 14% | 7%
Cc1ccc(CNC(=O)CCC(=O)Nc2nnc(C(C)C)s2)cc1 | 1.6 | 2% | -32%[inhibitor] | 12% | 3 | -3% | -9% | -2% | 18%
COc1ccc(CNc2nc(-c3ccc(Cl)cc3)cc(C(F)(F)F)n2)cc1 | / | / | -35%[inhibitor] | / | / | 19% | / | -3% | ?
O=C1OCCN1C(=O)[C@H]1[C@H](c2ccc(F)cc2)C(c2ccccc2)=NN1c1ccccc1 | -0.5 | 3% | -24% | -12% | -3 | 97%[activator] | 0% | 2% | ?
Cc1nnc(Nc2ccc(F)cc2)c2ccccc12 | -0.1 | -1% | i | -1% | 0 | 9% | -4% | 0% | 0%
CC(=O)Nc1ccc(NC(=O)C(C)OC(=O)CSCc2cccc(Cl)c2)cc1 (stereo not given) | 2.2 | -9% | -6% | 13% | 0 | -14% | 1% | 2% | 5%
CCSc1nnc(CCNS(=O)(=O)c2ccc(C(C)=O)cc2)n1C | 0.0 | -16% | 26% | 1% | 4 | 10% | -2% | 4% | 16%
COC(=O)CC1C(=O)NCCN1C(=O)c1cc([N+](=O)[O-])ccc1Cl (stereo not given) | 1.0 | -6% | -31%[inhibitor] | 11% | -1 | -5% | 11% | -7% | 13%
CNC(=O)NNC(=O)c1nc(-c2ccccc2)c(C)o1 | 0.5 | -2% | i | 9% | 3 | 13% | 22% | 3% | 5%
O=C(NCc1cccnc1)c1ccc2c(c1)N(Cc1ccccc1)CCS2 | -2.8 | -4% | -1% | 13% | 8 | 0% | ? | 11% | ?
O=C1CC(C(=O)Nc2ccc(F)cc2)S/C(=N\N=C\c2ccco2)N1 (stereo not given) | 0.8 | -8% | i | 5% | -8 | -1% | 3% | -11% | 5%
CCN(CC)CC(=O)Nc1ccc(-c2ccc(NC(=O)CN(CC)CC)c(OC)c2)cc1OC | -0.5 | -24% | 2% | 4% | 2 | 20% | -26% | -1% | -5%
CC(C)CN1C(=O)NC(NC(=O)c2ccco2)(C(F)(F)F)C1=O (stereo not given) | -0.3 | -1% | i | 2% | 5 | -9% | 4% | -8% | 0%
Cc1ccc(-n2nnc3c(SCC(=O)NCc4ccco4)ncnc32)cc1 | -0.6 | -12% | -6%[57.5 µM] | -1% | -23 | ? | -5% | -5% | ?
Cc1cccc(OCC(O)Cn2c(N3CCCCC3)nc3c2c(=O)[nH]c(=O)n3C)c1 (stereo not given) | 0.5 | -4% | -22% | -4% | -2 | -5% | -1% | 11% | 11%
CC12CCC(C(=O)NCCCn3ccnc3)(OC1=O)C2(C)C (stereo not given) | -1.2 | ? | -6% | 10% | 12 | -4% | -17% | 2% | 3%
O=S(=O)(CCN1CCN(c2ccccn2)CC1)c1ccc(F)cc1 | -1.5 | 1% | i | 2% | 3 | 1% | -1% | 6% | 8%
O=C(N/N=C/c1cccc([N+](=O)[O-])c1)c1ccccc1-n1cccc1 | 0.5 | -8% | -4% | -1% | -6 | 0% | 16% | 11% | 13%
CN=c1scc(-c2c[nH]c3ccccc23)n1C | -0.4 | ? | i | 1% | 0 | 1% | 21% | 2% | ?
COc1ccc([N+](=O)[O-])cc1NS(=O)(=O)c1cccc(C(=O)O)c1 | -2.1 | -5% | -7% | 2% | 0 | -10% | -17% | -3% | 23%
CCOC(=O)c1c(C)[nH]c(C)c1S(=O)(=O)NC(C)Cc1ccco1 (stereo not given) | 0.0 | 2% | -20% | 0% | 1 | -7% | -17% | 11% | -18%
O=C(CSc1cn[nH]n1)Nc1ccccc1F | 0.0 | -15% | -5% | 2% | 2 | 2% | -7% | 3% | 23%
Cc1ccc(-n2c(C)cc(C=C3C(=O)CC(C)(C)CC3=O)c2C)cc1 | -0.1 | -26% | i | -5% | -15 | -7% | 1% | 0% | 23%
CN(C)/C=N/c1ncc(C(=O)c2ccc3ccccc3c2)s1 | -0.1 | -2% | i | 6% | / | 0% | 1% | 1% | 22%
COc1ccc(S(=O)(=O)N2CCCC(C(=O)NC3CCCCC3)C2)cc1 (stereo not given) | 1.0 | -5% | -5% | 0% | 0 | 2% | -13% | -11% | 0%
C[C@H]1COc2cccc(N3CCC[C@@H]3CO)c2S(=O)(=O)N1 | -0.2 | 2% | -11% | 0% | 2 | 2% | -12% | 2% | 26%
O=C(O)CC1S/C(=N\N=C2CCCCCCC2)N(c2ccccc2)C1=O (stereo not given) | -0.8 | -8% | i | 8% | -4 | -4% | -11% | -1% | 14%
CCc1cc(C(=O)Nc2cc(S(=O)(=O)N(CC)CC)ccc2N2CCN(C)CC2)sc1C | -4.4 | 0% | i | -21% | -7 | -5% | 1% | 17% | -8%
CC(=O)c1cnn(-c2nc3c(C)cccc3s2)c1C | -0.9 | 3% | -19%[57.5 µM] | 6% | -1 | -7% | 1% | 5% | 0%
COc1cccc(Nc2nc(-c3cccnc3)cs2)c1 | 2.9 | 0% | -12% | 7% | 5 | 4% | -4% | 17% | ?
O=C(NCCCN1CCCC1=O)Nc1cc(Cl)ccc1Cl | -1.5 | -15% | i | -1% | -3 | 11% | 1% | -6% | 3%
O=C(CCn1nnc2ccccc21)OCC(=O)c1ccc([N+](=O)[O-])cc1 | 0.2 | -1% | -10% | 0% | -6 | -1% | 6% | 3% | 9%
CCOC(=O)c1csc(NC(C)=O)n1 | 0.1 | -8% | i | 3% | -1 | -1% | 0% | 7% | 45%[activator]
Cc1[nH]c2ccccc2c1/C=N/NC(=O)CNC(=O)c1ccc2c(c1)OCCO2 | -0.4 | -6% | -25% | -3% | -4 | -4% | 22% | 9% | ?
O=C(NOC(=O)c1ccccc1Cl)c1cccs1 | 1.0 | -12% | -2% | 7% | -7 | 9% | -3% | -3% | 0%

Structural class, the compounds so far containing fluorine (seven)
SMILES | IL2 activator | PLK1 PBD inh | PTHR1 agonist | EPAC1 agonist | PI5P4Ka inh | GLP1R cytotox | EPAC1 antag | GLP-1R agonist | GLP-1R inv ag
COc1ccc(CNc2nc(-c3ccc(Cl)cc3)cc(C(F)(F)F)n2)cc1 | / | / | -35%[inhibitor] | / | / | 19% | / | -3% | ?
O=C1OCCN1C(=O)[C@H]1[C@H](c2ccc(F)cc2)C(c2ccccc2)=NN1c1ccccc1 | -0.5 | 3% | -24% | -12% | -3 | 97%[activator] | 0% | 2% | ?
Cc1nnc(Nc2ccc(F)cc2)c2ccccc12 | -0.1 | -1% | i | -1% | 0 | 9% | -4% | 0% | 0%
O=C1CC(C(=O)Nc2ccc(F)cc2)S/C(=N\N=C\c2ccco2)N1 (stereo not given) | 0.8 | -8% | i | 5% | -8 | -1% | 3% | -11% | 5%
CC(C)CN1C(=O)NC(NC(=O)c2ccco2)(C(F)(F)F)C1=O (stereo not given) | -0.3 | -1% | i | 2% | 5 | -9% | 4% | -8% | 0%
O=S(=O)(CCN1CCN(c2ccccn2)CC1)c1ccc(F)cc1 | -1.5 | 1% | i | 2% | 3 | 1% | -1% | 6% | 8%
O=C(CSc1cn[nH]n1)Nc1ccccc1F | 0.0 | -15% | -5% | 2% | 2 | 2% | -7% | 3% | 23%

Screening data: PubChem BioAssay, National Center for Advancing Translational Sciences (NCATS)
